BRCT inh green – qHTS Assay for Inhibitors of BRCT-Phosphoprotein Interaction (Green Fluorophore); Potency, µM (doses to about 76.9 µM), without a hit: top-dose activity change, negative = inhibition, actives largely listed as inhibitors; BRCA1 BRCT-phosphopeptide binding, green fluorescence polarization; Breast cancer type 1 susceptibility protein (Homo sapiens), P38398; 0.05% of 75,000 active;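 note: potency is the fitted concentration of half-maximal effect; plate controls were peptide without protein for full effect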
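Fluorescence polarization: His-tagged BRCT (~35 kDa BRCA1 C-terminus, 250 nM) bound to 100 nM fluorescein-labeled phosphorylated 10-aa BACH1 peptide, pH 7.3 phosphate buffer with DTT and Tween 20. Compounds incubated 12 min at room temperature; inhibition read as lowered polarization.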
A350 autofl – qHTS Assay for Spectroscopic Profiling in A350 Spectral Region | Compound autofluorescence, 340/450 nm, Alexa 350 dye-equivalents; hits give high values | max dye-equivalent concentration, M | 11% of 59,000 active | AID 590, 2007; in the data active = max dye-equivalent concentration above about 10 nM; inconclusive = mostly about 1.1 nM to 9.6 nM
Texas Red fluor – qHTS Assay for Spectroscopic Profiling in Texas Red Spectral Region. Compound fluorescence, Texas Red channel, 547/618 nm; hits give high values. max dye-equivalent concentration, M. 0.06% of 59,000 active. AID 587, 2007; in the data active = max dye-equivalent concentration above about 10 nM; inconclusive = between about 1.1 nM and that limit
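Fluorescence at ex 547/em 618 nm, normalized against an on-plate Texas Red standard series to give dye-equivalent concentration per compound concentration. Buffer 100 mM Tris, pH 8.0; 15 min RT incubation before CCD imaging.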
Fluorescein autfl – qHTS Assay for Spectroscopic Profiling in Fluorescein Spectral Region; max fluorescein-equivalent concentration, M; Compound autofluorescence, 480/540 nm, fluorescein-equivalent; hits give high values; 0.91% of 59,000 active; in the data active = max fluorescein-equivalent concentration above about 10 nM; inconclusive = between about 1.1 nM and that limit
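Spectral profiling of library compounds in the fluorescein window (480 nm excitation, 540 nm emission) after 15 min at room temperature in pH 8.0 Tris (100 mM). Values are dye-equivalent concentrations.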
Caspase-7 inhib – qHTS Assay for Allosteric/Competitive Inhibitors of Caspase-7. AID 889, 2007. Potency, µM (titrated, usually from 57.5 µM), for the others: at the top dose activity change, negative = inhibition, actives largely listed as inhibitors. 0.02% of 75,000 active. recombinant caspase-7, Ac-DEVD-AFC fluorescence rate; active = well fitted inhibition curve with a large enough effect in the main read-out, with a control signal flat, not every such curve was filed as active; inconclusive = small, poorly fitted or top-dose-only effect, or a change in a side signal; note: potency is the fitted concentration of half-maximal effect; % of control where 0% means no effect
Rhodamine fluor – qHTS Assay for Spectroscopic Profiling in Rhodamine Spectral Region | Rhodamine-region fluorescence, 547/598 nm, Tris buffer; hits give high values | 0.05% of 59,000 active | max dye-equivalent concentration, M; in the data active = max dye-equivalent concentration above about 11 nM; inconclusive = between about 1.1 nM and that limit
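Intensities are converted to rhodamine-equivalent concentration using a six-point rhodamine standard on each plate. Compounds sit 15 min at room temperature in 100 mM Tris buffer, pH 8.0; read uses the 547/598 nm excitation/emission pair.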
4MU fluor – qHTS Assay for Spectroscopic Profiling in 4-MU Spectral Region. max dye-equivalent concentration, M. AID 589, 2007. compound autofluorescence, 340/450 nm, 4-MU equivalents; hits give high values. 11% of 59,000 active; in the data active = max dye-equivalent concentration above about 10 nM; inconclusive = mostly about 1.1 nM to 9.6 nM
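Compounds in 100 mM Tris, pH 8.0, sat 15 min at room temperature before fluorescence was read at 340 nm excitation/450 nm emission; a per-plate six-point 4-MU standard curve converted signals to dye-equivalent concentration at each compound concentration.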
USP2a inhib – qHTS Assay for Inhibitors of Ubiquitin-specific Protease USP2a | Ubiquitin carboxyl-terminal hydrolase 2 (Homo sapiens), O75604 | USP2a enzymatic assay, qHTS inhibition | Potency, µM (doses to about 38.3 µM), without a hit: top-dose activity change, negative = inhibition, most hits filed as inhibitors | 0.1% of 60,000 active;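 note: potency is the fitted concentration of half-maximal effect; nearly all actives have a fitted effect of over 60% in size; plate controls were DMSO for no effect and NEM full inhibition control for full effect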
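USP2 core (20nM final) preincubated 30 min RT with compound, then Ub-PLA2 20nM and NBD C6-HPC 20uM final added; buffer 20mM Tris-HCl pH 8.0, 2mM CaCl2. Fluorescence Ex 460/Em 535 read at 0 and 2.5 h; normalized to NEM.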
Casp1 inh – qHTS Assay for Allosteric/Competitive Inhibitors of Caspase-1; P29466; Caspase-1 enzyme, Ac-WEHD-AFC fluorogenic rate; Potency, µM (top dose mostly 57.5 µM), for inactives: top-dose activity change, negative = inhibition, usual class: inhibitors; AID 900, 2007; 0.03% of 75,000 active;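 note: potency is the fitted concentration of half-maximal effect; plate controls were vehicle for no effect and no substrate for full effect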
HEK293 cAMP cs – qHTS Assay for Agonists of the Thyroid Stimulating Hormone Receptor: Activators of Intracellular cAMP Concentrations in Parental HEK 293. Potency, µM (series often up to 57.1 µM), for the others: top-dose activation, most hits filed as activators. 2.5% of 73,000 active. parental HEK293 CNG cAMP sensor, membrane potential fluorescence; note: potency is the fitted concentration of half-maximal effect; % of control where 0% means no effect; nearly all actives have a fitted effect of over 55% in size
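Counterscreen for endogenous-receptor signalling: CNG-channel HEK 293 cells report cAMP rise by membrane depolarization. After 60 min dye equilibration with 100 uM RO 20-1724, compounds incubated 30 min before bottom-read fluorescence at 590 nm.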
BRCT PPI red – qHTS Assay for Inhibitors of BRCT-Phosphoprotein Interaction (Red Fluorophore) | AID 892, 2007 | 0.03% of 75,000 active | Breast cancer type 1 susceptibility protein (Homo sapiens), P38398 | Potency, µM (highest dose often 76.9 µM), for inactives: top-dose activity change, negative = inhibition, hits mostly inhibitors | BRCT-phosphopeptide binding, red fluorescence polarization; note: % is set by controls: 0 for no effect and ±100 for the full control effect
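Fluorescence polarization: 100 nM His-tagged BRCA1 BRCT with 100 nM TAMRA-labelled phospho-BACH1 decapeptide, phosphate buffer pH 7.3 with 150 mM NaCl, DTT, 0.01% Tween 20; 12 min RT. Binding inhibition seen as FP decrease.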
Active calls of the source: *; i = inactive; u = inconclusive; x = not tested or not shown; & = joins results of further samples; [ ] = dose if it differs, or a comment. Unless noted, calls come from the whole dose curve; as a rule, active = well fitted curve in the direction sought with a large enough effect; inconclusive = small, poorly fitted or top-dose-only effect, or another doubt; inactive = no such curve, though single readings can be large; an effect the other way counts as inactive or inconclusive. The list is partial. The share of hits here may be higher or lower than overall.

Every second line gives: BRCT inh green, A350 autofl, Texas Red fluor, Fluorescein autfl, Caspase-7 inhib, Rhodamine fluor, 4MU fluor, USP2a inhib, Casp1 inh, HEK293 cAMP cs, BRCT PPI red
1: NC(N)=NCCC[C@H](NC(=O)CC1(CC(=O)N2CCN(C3c4ccccc4NC(=O)c4ccccc43)CC2)CCCC1)C(=O)NCCn1c(=O)n(-c2ccccc2)n(-c2ccccc2)c1=O (stereo partly specified)
  1.8%, x, x, x, -1.3%, x, x, x, -4.9%, -14.7%, 1.4%
2: COc1ccc(OC)c(CN2C(=O)CCC2(C)C(=O)NC2CCCCCC2)c1 (stereo unspecified)
  0.1%, i, i, i, 1.1%, i, i, 3.8%, -7.5%, 8.7%, -1.2%
3: Cc1nc(CNS(=O)(=O)c2cc(F)ccc2F)cs1
  -1.9%, i, i, i, 0.1%, i, i, 3.3%, 2.6%, 2.3%, -1.3%
4: CC(=O)OCC(=O)[C@]1(O)C(C)CC2C3CCC4=CC(=O)C=C[C@@]4(C)[C@]3(F)C(O)C[C@@]21C (stereo partly specified)
  -1.7%[3.08 µM], x, x, x, 1.8%, x, x, 20.4%, 3.1%, x, -1.0%
5: Cc1nn(C)c(C)c1S(=O)(=O)N1CCC(C(=O)NCCC2=CCCCC2)CC1
  -0.5%, x, x, x, -3.7%, x, x, x, 0.1%, 14.2%, 0.2%
6: COc1ccc(C(=O)NCCn2ccc3ccccc32)c(OC)c1
  -0.9%, i, i, i, -1.7%, i, i, 13.0%, 0.5%, 26.8%, -4.2%
7: COc1cc(Cl)c(S(=O)(=O)N2CCN(Cc3ccc4c(c3)OCO4)CC2)cc1Cl
  -2.2%, x, x, x, -2.5%, x, x, x, -3.7%, 17.5%, -0.1%
8: NC(=O)Cc1c[nH]c2cccc(O)c12
  -1.5%, i, u, u, -3.3%, i, i, -1.8%, 0.6%, 5.7%, 0.9%
9: COc1ccc(OCCC(=O)Nc2cc(C)on2)cc1
  -1.1%, i, u, u, -0.6%, i, i, -6.5%, 1.0%, 1.6%, 1.0%
10: CCCCN(CC)CCCNC(=O)CS(=O)(=O)Cc1nc(-c2cccc(OC)c2)oc1C
  -0.7%, i, i, i, 1.9%, i, i, 4.0%, -0.5%, u, -0.6%
11: O=S(=O)(CCc1nc2ccccc2o1)c1ccc(Cl)cc1
  1.3%, i, u, i, 1.5%, i, i, 9.8%, -0.6%, 8.9%, 0.7%
12: COc1cc(OC)cc(-n2nnnc2SCC(=O)N2CCCc3ccccc32)c1
  -1.4%, i, i, i, 0.0%, i, i, -2.8%, -0.7%, u, 1.8%
13: COc1ccc(N(Cc2cc3ccccc3[nH]c2=O)C(=O)C2CCCO2)cc1 (stereo unspecified)
  -1.2%, i, u, i, -0.2%, i, i, -6.2%, -5.6%, 15.5%, 0.9%
14: CCC(C)[C@H](NC(=O)NCc1ccccc1Cl)C(=O)O (stereo partly specified)
  2.3%, i, i, i, -2.1%, i, i, 0.6%, 0.3%, 5.4%, -1.3%
15: Cc1cc(C)n(-c2ccc(C(=O)Nc3sccc3C(N)=O)cc2)n1
  0.3%, 2.62e-08M*, i, i, -19.7%, i, 2.76e-08M*, -7.0%, -3.5%, -15.8%, -0.3%
16: O=C(NCCc1cn2ccccc2n1)c1ccc(Br)o1
  -0.7%, x, x, x, -0.5%, x, x, x, 1.7%, 21.1%, -0.4%
17: Cc1cc2nc(NC3=NCN(Cc4ccc5c(c4)OCO5)CN3)nc(C)c2cc1C
  -2.2%, i, i, u, -2.6%, i, i, 0.3%, -0.6%, 9.8%, 1.3%
18: Cc1cc(NC(=O)NC(=O)c2ccc(F)cc2F)n[nH]1
  -1.9%, i, i, i, -5.4%, i, i, -0.9%, -0.6%, -1.0%, -0.9%
19: COCCCNC(=O)CCCn1c(=O)c2ccccc2n(CC(=O)Nc2c(C)cc(C)cc2C)c1=O
  0.6%, i, i, i, -0.8%, i, i, -0.4%, 2.2%, 3.2%, -0.5%
20: CC(NC(=O)C1CC2CCCC(C1)C2=O)c1ccccc1 (stereo unspecified)
  -2.4%, i, i, u, -0.3%, i, i, u, -0.8%, 9.4%, -0.9%
21: C=COC(=O)CSc1snc(SCC(=O)OC)c1C#N
  -0.3%, i, i, i, -2.0%, i, i, -1.6%, -1.8%, -3.7%, -3.1%
22: CC1(C)CC2CC(C)(CN2S(=O)(=O)c2ccc(N)cc2)C1 (stereo unspecified)
  -0.6%, x, x, x, 2.3%, x, x, 1.5%, 0.6%, 6.8%, -1.7%
23: CC1(C)CC(=O)C2=C(C1)NC(SCC(=O)Nc1ccccc1)=C(C#N)C2c1ccco1 (stereo unspecified)
  -1.1%, 8.26e-08M*, u, i, -1.6%, i, 7.96e-08M*, 19.6%, -3.2%, 15.8µM*, 0.2%
24: CN(C)S(=O)(=O)c1ccc(C(=O)OCC(=O)NC(=O)NCc2ccccc2)cc1
  -2.0%, i, i, i, -0.3%, i, i, -10.4%, 1.3%, -10.0%, 0.0%
25: CCN(CC)C(=O)c1sc(NC(=O)c2ccoc2C)c(C(=O)OC)c1C
  2.9%, x, x, x, -2.8%, x, x, 6.6%, -1.1%, -1.7%, -0.4%
26: Cn1c(=O)c2c(nc(CN3CCN(c4cccc(Cl)c4)CC3)n2CCc2ccccc2)n(C)c1=O
  3.0%, i, i, u, -1.4%, i, i, 33.3%[activator], -4.1%, 7.94µM*, -1.2%
27: Cn1c(=O)cc(SCC(=O)NCCCN2CCOCC2)c2ccccc21
  -1.1%, i, i, i, 0.0%, i, i, 7.2%, -0.9%, 9.6%, -0.5%
28: NC(=O)C1CCN(CC(=O)Nc2ccccn2)CC1
  -2.8%, i, u, u, -0.6%, i, i, -5.8%, 2.7%, 3.7%, -1.2%
29: CC(=O)OC1c2ccccc2C(=O)N1Cc1ccccc1Cl (stereo unspecified)
  2.1%, x, x, x, -0.1%, x, x, x, -0.9%, 7.6%, -0.6%
30: Cn1c(=O)c2c(SCc3ccccn3)nc(C3CC3)nc2n(C)c1=O
  2.5%, x, x, x, 2.9%, x, x, x, -2.3%, u, -0.2%
31: CCOC(=O)C1CCCn2c1nc1sc3c(c1c2=O)CCCC3 (stereo unspecified)
  2.1%, i, i, i, -2.8%, i, i, 17.3%, -0.5%, 1.4%, -1.1%
32: Cc1ccc(CSc2nnc(-c3ccccn3)n2C)cc1
  -0.4%, i, i, i, -0.1%, i, i, 8.1%, 0.6%, 6.2%, 1.2%
33: CCN(CC)c1ccc(NC(=O)c2ccco2)c(C)c1
  -2.3%, i, i, i, -1.2%, i, i, -3.3%, -2.0%, -3.6%, -0.2%
34: CN1CCn2c1nc(N1CCOCC1)nc2=O
  -2.7%, i, u, i, 0.8%, i, i, -5.9%, 0.1%, 11.6%, 0.5%
35: Cc1ccccc1NC1=NC(C)(C)N=C(N)N1
  -4.2%, i, i, i, 1.1%, i, i, -7.3%, 2.5%, 7.9%, -1.5%
36: c1ccc2c(c1)Cn1c-2nc2ccccc21
  0.3%, u, i, u, -1.2%, i, u, 0.2%, -3.4%, 15.8µM*, -0.6%
37: COc1ccc(S(=O)(=O)Nc2ccc(NC(C)=O)cc2)cc1OC
  -3.6%, i, u, u, 3.1%, i, i, -7.4%, -0.4%, 8.9%, -0.8%
38: COC(=O)C/C=C\[C@@H](C)[C@@H](/C=N\O[C@@H](C)c1cn([C@H](CO)Cc2ccccc2)nn1)NS(=O)(=O)c1ccc(C)cc1
  0.7%&-2.0%[15.4 µM], x, x, x, 0.7%&-0.6%[11.5 µM], x, x, x, -1.0%&-2.0%[11.5 µM], -9.6%&-6.5%[11.4 µM], 0.5%&0.5%[15.4 µM]
39: O=C(CCN1CCN(CCO)CC1)Nc1ccc(OCc2ccccc2)cc1
  -0.4%, i, i, i, 0.2%, i, i, x, -2.4%, 8.1%, -0.4%
40: Cc1cc(C)n2nc(SCC(=O)N(C)c3ccccc3)nc2n1
  -0.9%, i, i, i, 2.4%, i, i, -1.9%, -1.2%, 6.9%, -0.7%
41: OC(CCN1CCCC1)(c1ccccc1)C1CCCCC1 (stereo unspecified)
  0.1%[3.08 µM], i, i, u, 1.6%, i, i, -1.0%, -0.2%, x, 0.5%
42: CC(C)(C)c1ccc(OCC(=O)NC2CCS(=O)(=O)C2)cc1 (stereo unspecified)
  -0.2%, i, u, i, -1.9%, i, i, 17.8%, 0.6%, 0.5%, -0.3%
43: COc1cccc(NC(=O)C2C3CC4OC(=O)C2C4C3)c1 (stereo unspecified)
  -2.9%, i, i, i, 0.2%, i, i, -3.7%, 0.2%, 29.4%, -0.8%

High-throughput results deposited in PubChem BioAssay by National Center for Advancing Translational Sciences (NCATS).
